# Bioassay records (PubChem BioAssay)
# Bfl-1 displacement: displacement of Bid BH3 peptide from Bfl-1 – biochemical, fluorescence polarization, FITC-Bid, mouse, primary screen (AID 432) | FITC-Bid BH3 peptide fluorescence polarization displacement; higher % means a stronger effect | 64,000 tested, 0.02% active | one-dose displacement, % at 20 µM; IC50 in µM for titrated hits; in the data active means a potency from the dose series; inactive means the rest, 99 in 100 with displacement below about 15%; further: strong numbers were not always called active
# PMK inhibit: S. pneumoniae PMK inhibition; purified PMK, PK/LDH-coupled NADH absorbance 340 nm; inhibition, % at 10 µM; 65,000 tested, 0.49% active;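 active means top-ranked compounds by inhibition in the single 10 µM screen, taking a fixed number of the strongest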;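 further: 0% = full reaction with DMSO carrier and 100% = background rate without enzyme reaction; no value below 0 was filed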
# LYP phosphatase: inhibition of human PTPN22 tyrosine phosphatase – biochemical, DiFMUP fluorescence, recombinant catalytic domain, 10 µM, primary screen (AID 606) | inhibition, % at 10 µM, or IC50 in µM where a hit was titrated | 52,000 tested, under 10 active | recombinant LYP catalytic domain, DiFMUP fluorescence; higher % means a stronger effect;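 active means IC50 under 40 µM in the dose-response test; inactive means IC50 of 40 µM or more, or never dose-tested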
# TNAP inhibition: inhibition of tissue-nonspecific alkaline phosphatase – biochemical, luminescent (AID 518). one-dose inhibition, % at 20 µM; IC50 in µM for titrated hits. purified TNAP enzyme, luminescent substrate readout; higher % means a stronger effect. 64,000 tested, 0.09% active; in the data active means a potency from the dose series; inactive means the rest, 99 in 100 with inhibition below about 22%;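 further: plate controls were vehicle for no effect and reference inhibitor for full effect; many of its hits are not listed in these tables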
# HPDE-C7 cytotoxicity: HPDE-C7 pancreatic duct cell viability loss – fluorescence, HTS (AID 430). HPDE-C7 pancreatic duct cells viability, fluorescence; higher % means a stronger effect. cytotoxicity, % at 10 µM, or EC50 in µM where a hit was titrated. 63,000 tested, 1.8% active;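 further: cells exposed to compound for 48 hours before viability readout; 0% = vehicle and 100% = reference cytotoxic drug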
# Spn MK inh: S. pneumoniae mevalonate kinase inhibition | purified MK, PK/LDH-coupled NADH absorbance 340 nm | inhibition, % at 10 µM | 65,000 tested, 0.48% active;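 active means ranked among the strongest by inhibition in the single 10 µM screen, a fixed top-ranked set picked for dose follow-up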; further: no value below 0 was filed
# HT1080 viability: HT1080 cell viability loss – fluorescence readout (AID 620) | HT1080 viability, fluorescence; higher % means a stronger effect | 87,000 tested, 0.42% active | one-dose cytotoxicity, % at 10 µM; EC50 in µM for titrated hits;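 further: cells exposed to compound overnight then 4 h with Alamar Blue; 0% = vehicle DMSO and 100% = killing control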
# HPDE-C7K KRASV12: viability loss of HPDE-C7K cells – cell-based, fluorescence, HTS, primary screen (AID 431) | HPDE-C7K KRASV12 cells, Alamar Blue viability, 48 h; higher % means a stronger effect | one-dose cytotoxicity, % at 10 µM; EC50 in µM for titrated hits | 63,000 tested, 1.7% active;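 active means compounds whose percent cytotoxicity in the single-dose primary screen, scaled between solvent and toxic-drug controls, exceeds 50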;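 further: 0% = DMSO solvent wells and 100% = doxorubicin-treated wells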
# DPM-DC inhibit: inhibitors of Streptococcus pneumoniae diphosphomevalonate decarboxylase; calls only at 10 µM; 65,000 tested, 0.49% active; AID 556; purified DPM-DC, PK/LDH coupled NADH fluorescence;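 active means the 320 compounds with the highest percent inhibition in the single-dose primary screen, excluding strongly autofluorescent ones, cut at about 32% in these data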;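 further: kinetic rate of NADH fluorescence loss reporting ADP formed by the decarboxylase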
# PMK inhibit pilot replicates: recorded beside PMK inhibit, whose call it bears; inhibition, %; measured here: pilot screen replicates
# Spn MK inh pilot replicates: further read-out of Spn MK inh, marked with its call; inhibition, %; measured here: pilot screen replicates
# DPM-DC inhibit pilot screen %: further read-out of DPM-DC inhibit, marked with its call; inhibition, %; measured here: pilot screen trials
# An asterisk follows results filed as active; i = inactive; . = not tested or not shown; + = active, no number; [ ] = another dose, or the depositor's remark. Unless noted, no stated cut-off is given here; in the data, active means cytotoxicity above about 50%; inactive means the rest.
SMILES,Bfl-1 displacement,PMK inhibit,LYP phosphatase,TNAP inhibition,HPDE-C7 cytotoxicity,Spn MK inh,HT1080 viability,HPDE-C7K KRASV12,DPM-DC inhibit,others
c1ccc2c(-n3cnnn3)cccc2c1,-5%,10,2%,14%,6%,14,2%,1%,i,
COc1ccc(Cn2c(=O)[nH]c3cc(C(=O)NCCCN4CCCCC4)ccc3c2=O)cc1,-2%,0,.,6%,-14%,0,-14%,-7%,i,
Cc1ccc(S(=O)(=O)Nc2ccc3oc(=O)sc3c2)c(C)c1,-7%,1,2%,28%,13µM*,8,-1%,14µM*,i,
CCSC1=C(C#N)C(c2ccc(F)cc2)CC(=O)N1 (stereo unspecified),-6%,4,1%,11%,-3%,5,9%,-5%,i,
O=C(NCc1nnc(SCC(=O)N2CCCC2)o1)c1c(F)cccc1Cl,5%,0,-4%,6%,0%,4,.,4%,i,
Cc1nonc1NC(=O)CSc1nnc(-c2ccoc2C)n1CC(C)C,1%,14,8%,6%,3%,0,4%,2%,i,
Cc1cc(C(=O)Nc2ccc3c(c2)OCCO3)co1,0%,6,.,13%,-9%,5,8%,-20%,i,
c1ccc(-c2ccc(OCCOCCn3cncn3)cc2)cc1,-15%,5,6%,14%,-15%,9,2%,-35%,i,
Cc1nc2cc(C(=O)NCCN3CCOCC3)ccc2n1-c1ccc(F)cc1F,.,11,.,.,.,1,26%,.,i,
CCN1CCN(Cc2ccc(NC(=O)Nc3ccc(OC)cc3)cc2)CC1,-8%,9,8%,4%,-6%,10,7%,1%,i,
Cc1ccc(SCCNC(=O)CN2C(=O)c3ccccc3S2(=O)=O)cc1,-1%,0,-1%,0%,-12%,13,7%,-10%,i,
Cc1noc(/C=C/c2ccco2)c1S(=O)(=O)N1CCC(C(=O)N2CCc3ccccc3C2)CC1,-3%,0,4%,6%,0%,2,2%,0%,i,
COc1ccc2cc3c(N)c(C(=O)NCc4ccco4)sc3nc2c1,9%,9,7%,7%,0%,7,5%,2%,i,
Cc1cccc2[nH]c(-c3ccc(NC(=O)c4ccco4)cc3)nc12,-2%,8,4%,13%,8%,5,-3%,7%,i,
O=C(CSc1nc2c([nH]c3ccccc32)c(=O)n1-c1cccc(Cl)c1)N1CCOCC1,4%,9,0%,4%,-6%,1,12%,-6%,i,
CN(C)S(=O)(=O)c1ccc(C(=O)N2CCCC2c2nc3ccccc3s2)cc1 (stereo unspecified),0%,7,40%,14%,-12%,2,-3%,5%,i,PMK inhibit pilot replicates=0.5;Spn MK inh pilot replicates=0.0;DPM-DC inhibit pilot screen %=0.0
O=C(OC(C(=O)NCc1cccs1)c1ccccn1)c1cccs1 (stereo unspecified),3%,10,13%,1%,-7%,6,6%,-4%,i,
COc1ccc(CN2CCCC(C(=O)N(C)Cc3ccccc3)C2)cc1OC (stereo unspecified),-1%,9,-5%,7%,2%,33,22%,-7%,i,
CC(=O)c1c(C)oc2ccc(NS(=O)(=O)c3ccc(O)c(C(=O)O)c3)cc12,4%,17,2%,14%,13%,3,0%,2%,i,PMK inhibit pilot replicates=2.5;Spn MK inh pilot replicates=0.0;DPM-DC inhibit pilot screen %=0.0
COCCCN1C(=O)C(O)=C(C(=O)c2ccc(C)o2)C1c1cccc(Br)c1 (stereo unspecified),1%,5,2%,11%,5%,1,0%,7%,i,

# Grouped by structure: the entries above containing a halogen (five)
SMILES,Bfl-1 displacement,PMK inhibit,LYP phosphatase,TNAP inhibition,HPDE-C7 cytotoxicity,Spn MK inh,HT1080 viability,HPDE-C7K KRASV12,DPM-DC inhibit,others
CCSC1=C(C#N)C(c2ccc(F)cc2)CC(=O)N1 (stereo unspecified),-6%,4,1%,11%,-3%,5,9%,-5%,i,
O=C(NCc1nnc(SCC(=O)N2CCCC2)o1)c1c(F)cccc1Cl,5%,0,-4%,6%,0%,4,.,4%,i,
Cc1nc2cc(C(=O)NCCN3CCOCC3)ccc2n1-c1ccc(F)cc1F,.,11,.,.,.,1,26%,.,i,
O=C(CSc1nc2c([nH]c3ccccc32)c(=O)n1-c1cccc(Cl)c1)N1CCOCC1,4%,9,0%,4%,-6%,1,12%,-6%,i,
COCCCN1C(=O)C(O)=C(C(=O)c2ccc(C)o2)C1c1cccc(Br)c1 (stereo unspecified),1%,5,2%,11%,5%,1,0%,7%,i,

# (list continues)
SMILES,Bfl-1 displacement,PMK inhibit,LYP phosphatase,TNAP inhibition,HPDE-C7 cytotoxicity,Spn MK inh,HT1080 viability,HPDE-C7K KRASV12,DPM-DC inhibit,others
COc1cccc(Nc2nnc(SCC(=O)N3CCOCC3)s2)c1,-4%,0,-2%,8%,7%,0,12%,10%,i,
CC12CCC(c3c(C(=O)O)nn(-c4ccccc4)c31)C2(C)C (stereo unspecified),0%,15,-1%,-2%,-15%,4,5%,-19%,i,
CCn1c(SCC(=O)Nc2cc(NC(C)=O)ccc2OC)nnc1-c1ccncc1,1%,0,-10%,13%,-15%,0,12%,-16%,i,
O=S(=O)(c1ccc2c(c1)OCCO2)N1CCN(c2nc3ccccc3s2)CC1,-2%,14,-2%,1%,-6%,6,-1%,0%,i,
O=C1CCCC/C1=C\Nc1ccccc1C(=O)O,-12%,5,-8%,1%,-17%,2,2%,-18%,i,
Cc1nnc(SCC(=O)Nc2ccccc2NC(=O)CSc2nnc(C)s2)s1,2%,6,3%,0%,7%,9,.,2%,i,
COc1ccccc1Nc1nc(-c2cccs2)cs1,-1%,4,1%,16%,23%,1,-8%,18%,i,
COCCn1c(SCC(=O)c2cccc(OC)c2)nnc1-c1ccco1,-3%,20,2%,6%,-3%,6,-6%,8%,i,
C=CCNC(=O)C1CC(=O)N(c2ccc(OCC(=O)Nc3cccc(OC)c3)cc2)C1 (stereo unspecified),-7%,2,-8%,4%,5%,6,4%,0%,i,
CCc1c(C)sc(NC(=O)C2CCCCC2C(=O)O)c1C(N)=O (stereo unspecified),1%,0,10%,-1%,1%,13,-1%,8%,i,
O=C(Nc1ccc(S(=O)(=O)N2CCOCC2)cc1)c1ccc(Cl)s1,1%,10,5%,8%,6%,2,-5%,8%,i,
CCC(=O)Nc1nc2ccc3nc(C)sc3c2s1,1%,6,0%,6%,-6%,4,-4%,5%,i,
Nc1cccc2c1C(=O)N(c1ccccc1)C2=O,34%,9,2%,14%,11%,0,1%,20%,+[fluoresces],PMK inhibit pilot replicates=1.5;Spn MK inh pilot replicates=1.5;DPM-DC inhibit pilot screen %=66*
CCOC(=O)C1=C(C)NC(C)=C(C(=O)OC)C1c1cccc([N+](=O)[O-])c1 (stereo unspecified),6%,1,10%,10%,8%,4,-5%,33%,i,PMK inhibit pilot replicates=7.0;Spn MK inh pilot replicates=1.0;DPM-DC inhibit pilot screen %=1.5
O=C(Nc1ccc2c(c1)CCC2)C1CCCO1 (stereo unspecified),-3%,0,6%,8%,0%,0,-2%,-7%,i,
CCCc1ncc(C(O)c2ccc(OC)cc2)n1C (stereo unspecified),4%,8,9%,17%,-10%,14,-6%,-6%,i,
CCC(=O)N1CCc2cc(S(=O)(=O)NCCC(=O)Nc3ccccc3C)ccc21,-5%,14,8%,3%,.,4,-12%,.,i,
O=C(NCCc1ccccc1)C1CCN(S(=O)(=O)c2cccnc2)CC1,2%,5,6%,-2%,-6%,7,4%,1%,i,
Cc1c(C(=O)N2CCCC2)oc2c1-c1[nH]ncc1CC2,-7%,14,1%,18%,1%,6,-1%,7%,i,
CC(C)(C#CCN1CCCC1)OCCC#N,-1%,0,7%,5%,-17%,7,-3%,-10%,i,
COc1ccc(CNC(=O)c2cc(-c3cccs3)on2)cc1,9%,11,2%,18%,2%,31,-9%,11%,i,
CC(=O)c1ccc(N2CCN(C(=O)c3cc(C)on3)CC2)cc1,17%,6,11%,15%,-4%,12,4%,0%,i,PMK inhibit pilot replicates=0.0;Spn MK inh pilot replicates=0.0;DPM-DC inhibit pilot screen %=2.0
Cc1ccc(NS(=O)(=O)c2cccc(C(=O)O)c2)c(C)c1,-12%,20,.,6%,12%,4,-1%,11%,i,
O=C(CCN1CCN(c2ccc(Cl)cc2)CC1)Nc1ccccc1F,-8%,4,.,10%,3%,9,0%,7%,i,
CS(=O)(=O)N1CCC(C(=O)Nc2ccc(Cl)c(C(F)(F)F)c2)CC1,-2%,6,6%,-1%,-21%,9,6%,-30%,i,
Cc1cc(NC(=O)Cn2nc(C(F)(F)F)c3c2CCCC3)no1,3%,3,18%,12%,-1%,5,6%,-23%,i,
Cc1cccc(-n2nnc(C(=O)NCc3ccc4c(c3)OCO4)c2N)c1,0%,5,8%,4%,-25%,4,-1%,-21%,i,
c1ccc(-c2noc(-c3ccc4ccccc4c3)n2)cc1,-6%,5,6%,12%,1%,3,10%,-9%,i,
Cc1cc2ccccc2c(=O)n1CC(=O)NCC(=O)N1CCN(c2ccccc2F)CC1,-9%,8,-3%,9%,.,6,-1%,.,i,
Cc1cc(N2CCN(c3ccccc3)CC2)n2c(n1)nc1ccccc12,-7%,9,11%,16%,-9%,14,19%,-5%,i,
CCOC(=O)Cc1cn2c(=O)cc(CSCC(=O)Nc3ccc(C)c(C)c3)nc2s1,4%,1,5%,8%,-14%,8,0%,-14%,i,
CCCn1nnnc1NCc1cccn1C,2%,4,15%,7%,10%,9,-13%,2%,i,
CCNS(=O)(=O)c1ccc(NC(=O)c2cc(C(F)(F)F)nn2C)cc1,0%,15,-4%,4%,-7%,0,-1%,-8%,i,
CCC(C)(C(=O)NC1CCCCC1)N(C(=O)c1cnccn1)c1c(C)n(C)n(-c2ccccc2)c1=O (stereo unspecified),1%,3,.,6%,.,4,0%,.,i,
CCOC(=O)c1sc(C)c2c1NC1(CCCCC1)NC2=O,-13%,12,.,8%,.,14,-5%,.,.,
CC(=O)Nc1c(O)nc(SCC(=O)N2CCN(c3ccc(F)cc3)CC2)[nH]c1=O,0%,6,16%,5%,-6%,6,1%,-11%,i,
C=CCSC1=NC(N)=C(C#N)C2(CCCCC2)C1C(N)=O (stereo unspecified),-3%,7,1%,11%,-1%,7,3%,-4%,i,
CC1CC(C)(C)NC(=O)O1 (stereo unspecified),-11%,4,-5%,12%,-6%,9,-5%,-8%,i,
O=S(=O)(NC1CCCC1)c1cccc(S(=O)(=O)N2CCC(n3nnc4ccccc43)CC2)c1,0%,6,7%,15%,-1%,0,-10%,14%,i,
COc1ccc(OC)c2sc(NC(=O)CCS(=O)(=O)c3ccccc3)nc12,-8%,10,4%,8%,0%,8,1%,1%,i,
CCN(CC)C(=O)c1sc(NC(=O)c2ccco2)c(C#N)c1C,5%,13,19%,16%,-7%,9,10%,4%,i,PMK inhibit pilot replicates=1.0;Spn MK inh pilot replicates=1.0;DPM-DC inhibit pilot screen %=2.0
Cc1ccc(Cn2nc(C)c(NC(=O)c3cc(-c4ccc5c(c4)OCO5)on3)c2C)cc1,-3%,12,6%,-4%,16%,3,4%,13%,i,
